Source: PubChem BioAssay
KDM5B inh: blocks human KDM5B histone demethylase activity; 2.6% of 220,000 active; AID 1347165; Potency, µM (titrated, usually from 57.7 µM), inactives show top-dose activity change, negative = inhibition, actives largely listed as inhibitors; KDM5B demethylase, FDH-coupled NADH fluorescence (FDH is formaldehyde dehydrogenase); Q9UGL1; active = well fitted inhibition curve with a large enough effect; inconclusive = small, poorly fitted or top-dose-only effect; inactive = no such curve, though single readings can be large or run the other way; note: 0% is about no effect; nearly all actives have a fitted effect of over 70% in size
Target sequence (Q9UGL1 whole entry, looked up): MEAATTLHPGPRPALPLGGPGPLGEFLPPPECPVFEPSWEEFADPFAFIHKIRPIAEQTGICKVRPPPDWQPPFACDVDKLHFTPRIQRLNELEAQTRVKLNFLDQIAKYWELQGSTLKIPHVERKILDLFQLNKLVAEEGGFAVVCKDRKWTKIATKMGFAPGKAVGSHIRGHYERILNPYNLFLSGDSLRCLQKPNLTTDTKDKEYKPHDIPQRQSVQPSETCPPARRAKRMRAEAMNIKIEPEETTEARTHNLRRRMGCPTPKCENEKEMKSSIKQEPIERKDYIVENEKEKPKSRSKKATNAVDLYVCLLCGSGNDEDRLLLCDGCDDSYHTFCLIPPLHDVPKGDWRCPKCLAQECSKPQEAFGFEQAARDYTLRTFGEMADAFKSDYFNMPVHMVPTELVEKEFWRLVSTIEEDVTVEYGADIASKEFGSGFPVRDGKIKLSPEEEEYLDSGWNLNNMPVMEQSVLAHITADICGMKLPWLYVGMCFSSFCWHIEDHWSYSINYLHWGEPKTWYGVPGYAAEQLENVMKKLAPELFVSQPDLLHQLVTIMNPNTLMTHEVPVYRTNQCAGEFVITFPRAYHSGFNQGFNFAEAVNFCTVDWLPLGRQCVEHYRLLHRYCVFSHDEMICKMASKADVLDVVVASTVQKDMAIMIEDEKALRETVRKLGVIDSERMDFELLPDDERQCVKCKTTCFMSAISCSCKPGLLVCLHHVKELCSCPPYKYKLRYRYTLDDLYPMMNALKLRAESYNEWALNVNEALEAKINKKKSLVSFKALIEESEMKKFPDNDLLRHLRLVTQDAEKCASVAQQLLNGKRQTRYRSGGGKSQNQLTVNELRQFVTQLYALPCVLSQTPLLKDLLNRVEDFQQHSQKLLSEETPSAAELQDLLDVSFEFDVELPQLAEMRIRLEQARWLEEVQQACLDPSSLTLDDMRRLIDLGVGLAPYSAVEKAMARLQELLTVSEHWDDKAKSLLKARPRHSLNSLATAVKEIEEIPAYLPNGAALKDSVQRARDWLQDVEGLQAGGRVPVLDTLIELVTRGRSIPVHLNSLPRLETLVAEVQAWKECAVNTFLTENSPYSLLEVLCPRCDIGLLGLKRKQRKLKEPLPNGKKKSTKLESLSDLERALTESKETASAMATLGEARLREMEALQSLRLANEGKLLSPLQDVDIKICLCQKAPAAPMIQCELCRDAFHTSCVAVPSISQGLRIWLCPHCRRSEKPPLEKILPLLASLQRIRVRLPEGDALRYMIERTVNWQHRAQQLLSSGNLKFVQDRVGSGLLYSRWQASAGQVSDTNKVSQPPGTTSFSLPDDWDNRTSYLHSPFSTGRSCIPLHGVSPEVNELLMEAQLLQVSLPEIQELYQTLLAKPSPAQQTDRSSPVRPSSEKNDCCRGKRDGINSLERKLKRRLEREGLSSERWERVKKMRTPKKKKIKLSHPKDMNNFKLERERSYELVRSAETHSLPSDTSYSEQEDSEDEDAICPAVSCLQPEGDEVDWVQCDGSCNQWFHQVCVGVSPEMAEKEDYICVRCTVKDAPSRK
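Compound dilutions met 200 nM (final) KDM5BΔAP for 10 min at room temperature before substrate addition. The substrate mix held 12.5 µM H3K4me3 with cofactors 25 µM α-ketoglutarate and 50 µM Fe²⁺. NADH signal gain over 30 min defined activity.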
Numbers without * were called inactive; ? = inconclusive; [ ] = another dose, or the depositor's remark. Potency is the fitted concentration of half-maximal effect.

A first look (3 entries):
SMILES	KDM5B inh
Cc1nc(CC(=O)Nc2nn(C)c3cccc(Oc4cccnc4)c23)cs1	?
COc1ccc(SCCC(=O)OCc2ccc(C#N)cc2)cc1	11.4%
Cc1c(C(=O)N2CCC(C)CC2)c(S(=O)(=O)N2CCN(c3ccc(Cl)cc3)CC2)c(C)n1C	-12.7%

Results, from the first entry:
SMILES	KDM5B inh
Cc1nc(CC(=O)Nc2nn(C)c3cccc(Oc4cccnc4)c23)cs1	?
COc1ccc(SCCC(=O)OCc2ccc(C#N)cc2)cc1	11.4%
Cc1c(C(=O)N2CCC(C)CC2)c(S(=O)(=O)N2CCN(c3ccc(Cl)cc3)CC2)c(C)n1C	-12.7%
COc1cccc(-c2nc3cc(Cl)ccc3o2)c1	-12.5%
Cc1cc(Nc2ccc(Br)cc2)c2c([N+](=O)[O-])ccc(C)c2n1	-8.0%
O=C(CCC[C@@H]1[C@H]2CCCN3CCC[C@@H](CN1Cc1ccccc1)[C@@H]23)N1CCCC1	20.0%
C=CCn1c(SCc2ccc(F)cc2)nnc1-c1sc2nc(C)cc(C)c2c1N	?
COCCN1C(=O)CS(=O)(=O)C12CCN(C(=O)c1cc(Cl)ccc1OC)CC2	21.1%
O=S(=O)(N[C@@H]1CCOC[C@H]1O)c1cccc(C(F)(F)F)c1	15.9%
CCn1nccc1C(=O)N1CCC(N2C[C@H](O)C[C@H]2C(=O)NCc2cccc(OC)c2)CC1	-3.7%
O=C1c2[nH]nc(-c3ccccc3O)c2C(c2cccc(OCc3ccccc3)c2)N1CCCO (stereo not drawn)	1.6%
COc1cccc(NC(=O)C(=O)NCCc2csc(-c3ccc(C(F)(F)F)cc3)n2)c1	6.6%
CSc1ccccc1C(=O)Nc1cc(C(F)(F)F)cc(C(F)(F)F)c1	-5.2%
O=C(NCc1ccccc1F)[C@H]1CN(Cc2ccccc2)C[C@H]1C(=O)O	-18.6%
COc1cc(CNCCSc2nnnn2C)ccc1OCc1ccc(F)cc1	-21.6%
Cc1ccc(-c2ncc(C(=O)Nc3cc(F)cc(F)c3)c(-c3ccncc3)n2)cc1	9.7%
COc1ccccc1CCC(=O)N1C[C@H](N)C[C@H]1C(=O)NC(C)C	-8.9%
COC(=O)[C@@H]1C[C@H](NC(=O)CSC23CC4CC(CC(C4)C2)C3)CN1C	-9.4%
O=C(c1ccccc1)c1ccc(OC(=O)c2cccs2)cc1	19.8%
Cc1oc2cc(O)ccc2c(=O)c1Oc1ccc(F)cc1	?
CC1=C(C(=O)N2CCCCC2)C(c2ccc(Cl)cc2)n2c(nc3ccccc32)N1 (stereo not drawn)	-9.8%
Cc1ccc(S(=O)(=O)NC2CC2)cc1C(=O)Nc1ccccc1C(=O)NC1CC1	13.7%
Cc1cc(C)c(-c2c(O)c3cccnc3n(C)c2=O)c(C)c1	21.1%
CCCOCCNC(=O)c1c(C)noc1-c1ccc(C(C)(C)C)cc1	11.5%
CCC(Oc1cccc(C)c1)C(=O)Nc1ccccc1C(=O)N1CCOCC1 (stereo not drawn)	18.7%
The results go on:
SMILES	KDM5B inh
CN1C(=O)CC(C(=O)O)C12CCN(C/C=C/c1ccccc1)CC2 (stereo not drawn)	-16.3%
Cc1c(Cl)cccc1NC(=S)NCCc1cccs1	9.0%
OCCc1nc2ccccc2s1	23.5%
Cc1nn2c(NCCN3CCOCC3)cc(C(C)(C)C)nc2c1-c1ccccc1	-33.9%
C/C=N/NC(=O)CCCCC(=O)N/N=C/C	0.2%
Cc1ccccc1-n1ccnc1SCC(=O)c1ccccc1F	5.2%
CCc1ccc(-c2cc(C(=O)NCCc3ccccc3)c3ccccc3n2)cc1	?
CN(Cc1ccc2c(c1)CCO2)C1CCc2nn(CC3CC3)c(=O)n2CC1 (stereo not drawn)	10.6%
CC1=C[C@@H](CNCc2cccnc2)[C@H](C(C)C)C[C@H]1Cc1nnc(-c2ccc([N+](=O)[O-])cc2)o1	9.4%
Cc1nc2nc(SCC(=O)NC(C)(C)C)nn2c(C)c1Cc1cccc(Cl)c1	8.9%
CCn1nccc1C(=O)N1CCCC(c2noc(COc3ccccc3)n2)C1 (stereo not drawn)	-8.3%
Cc1cc(=O)oc2cc(OCC(=O)N3CCCC3)ccc12	?
O=C(NCCCN1CCOCC1)c1ccc2c(c1)N(Cc1ccccc1)C(=O)c1ccccc1S2	-19.4%
COCCN1CCOc2nc(-c3cccc(OC)c3F)ncc2C1=O	?
COc1ccc(C(=O)N2CCOCC3(CN(Cc4cccc(Cl)c4)C3)C2)cc1OC	-5.3%[86.2 µM]
COc1ccc(-c2nc3ccccn3c2Cl)cc1	?
COc1cccc(CC(=O)N2CCC(N3C(=O)CCC3C(=O)NCc3ccccc3)CC2)c1 (stereo not drawn)	15.9%
Cc1cc(C)n(C(=O)c2cn(C)nc2S(=O)(=O)N2CCN(c3cc(Cl)ccc3C)CC2)n1	-5.5%
CC(C)c1ccc(N(CC(=O)NCc2cccnc2)S(=O)(=O)c2ccccc2)cc1	-7.9%
COC(=O)Cn1c(=O)c2c(nc3n2CCN3c2cccc(C)c2)n(C)c1=O	-13.0%
N#CCOc1ccc(NC(=O)c2ccc3ccccc3n2)cc1	15.4%
CN1CCOC(CNCc2ccc3ccccc3c2)C1 (stereo not drawn)	-6.1%
CSc1ccc(CCNc2nc(-c3ccccc3F)no2)cc1	7.2%
CCOC(=O)CSc1nc2c(sc3ccccc32)c(=O)n1Cc1ccc(OC)cc1	-6.6%
O=C(NCc1cc(F)cc(F)c1)C1CCN(C(=O)c2ncn3c2COC(c2ccc(F)cc2)C3)CC1 (stereo not drawn)	-5.2%
The results go on:
SMILES	KDM5B inh
C[S+](C)/N=C(\[O-])c1cccc(F)c1	0.5%
COCC(=O)N1CCN(C2CCN(Cc3ccccn3)C2=O)CC1 (stereo not drawn)	-13.2%
CSc1nc2ccccc2c(=O)n1CC(=O)c1ccccc1	-23.2%
NC(=O)CNC(=O)C1=C[C@@H](NC(=O)c2ccc(F)c(Cl)c2)[C@@H](O)[C@H](O)C1	-12.4%[86.2 µM]
COc1ccccc1C(=O)NCCn1cc(SCC(=O)Nc2ccccc2F)c2ccccc21	?
CC1C(=O)OC2C1CCC1(C)CCC(=O)C(C)C21 (stereo not drawn)	-4.3%
COc1ccc(C(=O)N2CC(=O)Nc3ccc(C)cc3C2c2ccccc2)cc1OC (stereo not drawn)	11.4%
CN(Cc1cccnc1)C1CN(C(=O)c2ccnn2C)C1	-8.3%
O=C(CCc1conc1-c1ccccc1F)NCC1CCCCC1	9.5%
O=C(NC1CCCC1)C1CCN(C2=NS(=O)(=O)c3ccccc32)CC1	19.0%
O=C(c1ccc(CO)o1)N1CCC2(CC1)[C@H](O)C[C@@H]2OCCO	5.7%
CCC(C)(C)C1CCC(NC(=S)NCCc2ccccc2)CC1 (stereo not drawn)	-9.6%
CCC(=O)N1c2ccccc2CC1C(=O)NCCc1ccccc1Cl (stereo not drawn)	3.0%
CCN(CC)CCNC(=O)C(C)c1nn(C)c(=O)c2ccccc12 (stereo not drawn)	13.2%
Cc1c(C)n(CCN2CCOCC2)c2ncn3nc(-c4ccccc4Br)nc3c12	11.9%
Cc1ccc(Oc2coc3cc(OCC(=O)NC4CCCCC4)ccc3c2=O)cc1	-5.1%
NC(=O)N1CCCC(C(=O)N2CCCN(c3ccc(F)cc3)CC2)C1 (stereo not drawn)	4.9%
CC(C)c1ccc(CN2CCC(CNS(=O)(=O)C3CC3)C2)cc1 (stereo not drawn)	-27.4%
CCc1nc2nccc(-c3ccc4c(c3)OCCCO4)n2n1	28.2µM*
CCCCNC(=O)CSc1nc2n[nH]c(C)c2c(=N)n1-c1ccccc1CC	-1.3%
Cc1nc(N2CCC(NCCc3n[nH]c(=O)[nH]3)CC2)c2ccsc2n1	-10.3%
Cc1ccc2oc(C(=O)Nc3ccc(S(N)(=O)=O)cc3)cc(=O)c2c1	15.0%
O=C1NC2(CCN(Cc3cncs3)C2)Oc2ccccc21 (stereo not drawn)	-24.5%[86.2 µM]
COc1ccccc1-n1cc(-c2ccnc(N3CCCN(C(C)=O)CC3)n2)cn1	31.6µM*
COc1ccc2c(c1)CCN=C2C[C@H]1CN(C(=O)CC(C)(C)C)CC[C@H]1CC(=O)O	28.2µM*

Reformatted: 7 of the compounds above.
| structure | KDM5B inh |
| --- | --- |
| C[S+](C)/N=C(\[O-])c1cccc(F)c1 | 0.5% |
| COCC(=O)N1CCN(C2CCN(Cc3ccccn3)C2=O)CC1 (stereo not drawn) | -13.2% |
| CSc1nc2ccccc2c(=O)n1CC(=O)c1ccccc1 | -23.2% |
| NC(=O)CNC(=O)C1=C[C@@H](NC(=O)c2ccc(F)c(Cl)c2)[C@@H](O)[C@H](O)C1 | -12.4%[86.2 µM] |
| COc1ccccc1C(=O)NCCn1cc(SCC(=O)Nc2ccccc2F)c2ccccc21 | ? |
| CC1C(=O)OC2C1CCC1(C)CCC(=O)C(C)C21 (stereo not drawn) | -4.3% |
| COc1ccc(C(=O)N2CC(=O)Nc3ccc(C)cc3C2c2ccccc2)cc1OC (stereo not drawn) | 11.4% |

(next part)
SMILES	KDM5B inh
O=C1COc2ccc(-c3ccoc3)nc2CN1Cc1ccc(C(F)(F)F)cc1	35.5µM*
Cc1ccccc1C(=O)N(C)C(C)c1cccs1 (stereo not drawn)	0.3%[86.2 µM]
O=C(CCc1c[nH]c2ccccc12)OCC(=O)N1CCOCC1	8.5%
CCOC(=O)c1c(C)[nH]c(C)c1S(=O)(=O)N(C)CC(=O)NCc1ccc(C)cc1	-16.9%
Cc1c(C(=O)Nc2ccccc2F)sc2ncnc(N(C)C3CCCCC3)c12	-12.8%
CCNc1nc(-c2ccc(S(=O)(=O)N3CCCC3)cc2)cs1	?
COC[C@H]1C[C@@H](NC2CCN(C(C)=O)CC2)[C@H](O)[C@@H]1O	-26.2%[115 µM]
O=C(Nc1ccc(S(=O)(=O)Nc2cnc3ccccc3n2)cc1)c1ccncc1	-21.9%
COc1ccc(CN2CCCC23Cc2ccccc2CNC3=O)cc1 (stereo not drawn)	-3.7%[149 µM]
C[C@H]1[C@@H]2[C@@H](O)C([C@H](C)C(=O)NCc3ccccn3)CC[C@@]2(C)CC[C@@H]1NC(=O)C1CC1 (stereo partly drawn)	?
O=C1CCCC2=C1C(c1cccc(Oc3ccccc3)c1)c1c([nH]n(-c3ccccc3)c1=O)N2 (stereo not drawn)	-21.0%
CCCS(=O)(=O)Nc1cc(-c2cn3ccc(C)cc3n2)ccc1C	?
COc1ccc(S(=O)(=O)N(C(=O)c2ccncc2)c2ccc3oc(C)c(C(C)=O)c3c2)cc1	?
O=C(NCCOc1ccccc1)c1nc2c(o1)CCN(CC1CCCCC1)CC2	?
COc1ccc(CNS(=O)(=O)/C=C/c2ccccc2CNC(=O)OC(C)(C)C)cc1	26.1%
CCOC(=O)c1ccc(N2C(=O)c3n[nH]c(-c4ccco4)c3C2c2ccc(OC)cc2OC)cc1 (stereo not drawn)	?
CC(=O)Nc1ccc(C(=O)N2CCC3(CC2)CC(NC(C)=O)c2ccccc23)cc1 (stereo not drawn)	14.0%[115 µM]
CCOCCCNC(=O)c1ccc(OCC)c(OCC)c1	12.3%
COC(=O)[C@@H]1Cc2c([nH]c3ccccc23)[C@H]2C[C@H](NCCc3cnc[nH]3)C[C@@H](c3ccccc3F)N21	10.4%
COc1cccc(-c2nc(SCC(=O)NC3CCCC3)c(-c3ccccc3)[nH]2)c1	?
CCOC(=O)c1ccc(NC(=O)CN2CCN(C(=O)C3CCCO3)CC2)cc1 (stereo not drawn)	2.3%
O=C(NC1CCCc2ccccc21)c1cc(-c2cccnc2)nc2ccc(Cl)cc12 (stereo not drawn)	-18.2%
CCOc1cccc(C2c3c(oc4ccc(F)cc4c3=O)C(=O)N2c2cc(C)ccn2)c1 (stereo not drawn)	21.6%
O=C(NC1CCCC1)c1cc(C2CC2)nc2onc(C3CCCNC3)c12 (stereo not drawn)	?
COc1ccccc1NC(=O)COc1nc(C(C)C)c2c(c1C#N)CCC2	-17.5%
(list continues)
SMILES	KDM5B inh
Cc1cc(C(F)(F)F)nn1CC(=O)N1CCCCCCNC(=O)CC1	-1.4%
COc1cc(CCC(C)=O)ccc1OC(=O)c1c(F)cccc1Cl	-4.4%
Cc1cccc(NC(=O)c2nn(C)c(=O)c3ccccc23)c1	10.6%
N#Cc1ccc(NC(=O)COCC(=O)NNC(=O)c2ccncc2)cc1	-10.6%
CCN(C(=O)c1cc(S(=O)(=O)N2CCCC2)cn1C)c1ccc(OC)cc1	-14.7%
N#Cc1nc(-c2ccccc2Cl)oc1NC1CCCCC1	?
COc1ccc(NC(=O)c2ccco2)cc1NC(=O)COc1cc(C)cc(C)c1	?
CC1CCc2c(sc(NC(=O)c3ccco3)c2C(=O)O)C1 (stereo not drawn)	?
COc1ccc(OC)c(S(=O)(=O)N2CCCCCCNC(=O)CC2)c1	15.2%
Clc1ccc(-c2cnc([C@@H]3COCCN3)[nH]2)cc1	187.1%[activator][115 µM]
CSc1ccc(C2C(C#N)=C(N)Oc3c2ccc2ccccc32)cc1 (stereo not drawn)	?
S=C(Nc1ccc(Cl)cc1)NC1CC1	-17.5%
O=C(NCc1cccs1)c1cc(C2CC2)nc2onc(C3CCCNC3)c12 (stereo not drawn)	9.7%[115 µM]
Cc1cc(NC(=O)[C@@H]2CCCN2S(=O)(=O)c2ccc3c(c2)OCO3)no1	6.9%
CCCN(CCC)C(=O)Cn1c(=O)n(-c2ccc(Cl)c(Cl)c2)c(=O)c2c(C)c(C(=O)N(C)C)sc21	-33.7%
CCCc1cc(=O)oc2cc(OCC(=O)NCc3cccnc3)c(Cl)cc12	5.9%
COc1c(Cl)cc(C(N)=O)cc1Cl	-11.7%
O=C(Nc1ccc(NC(=O)N2CCN(c3ccccc3O)CC2)cc1)N1CCN(c2ccccc2O)CC1	-15.6%
CCNc1ncc(C(=O)N[C@H](c2cnn(C)c2)C2CC(O)C2)cn1 (stereo partly drawn)	28.2µM*
O=C(COC(=O)c1cc2ccccc2[nH]1)c1ccccc1	-14.0%

Not all compounds are listed; count on the stated rates, not on these rows.
